# KDM5B inhibitor: inhibitors of human KDM5B histone demethylase; Potency, µM (series often up to 57.7 µM), inactives show at the top dose activity change, negative = inhibition, usual class: inhibitors; AID 1347165; Q9UGL1; actives 2.6% (n = 220,000); KDM5B demethylase, FDH-coupled NADH fluorescence (FDH is formaldehyde dehydrogenase); active = well fitted inhibition curve with a large enough effect; inconclusive = small, poorly fitted or top-dose-only effect; inactive = no such curve, though single readings can be large or run the other way; also: 0% is about no effect; nearly all actives have a fitted effect of over 70% in size
#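 Coupled FDH/NAD⁺ fluorescence readout. KDM5BΔAP 200 nM final; compound titration, 10 min RT preincubation; substrate mix 12.5 µM H3K4me3, 25 µM 2-OG, 50 µM Fe(II), 100 µM ascorbate, 0.25 mM NAD⁺, 0.25 U/mL FDH; ΔRFU over 30 min.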
# An asterisk follows results filed as active; i = inactive; ? = inconclusive; [ ] = remark or other dose. Potency is read from the fitted curve at half-maximal effect. Only part of the results is shown, so the mix of outcomes need not match the whole.
SMILES | KDM5B inhibitor
CCc1nc(-c2c3n(c(=O)n(Cc4ccc(OC)cc4)c2=O)CCCCC3)no1 | 2%
Cc1c(Cc2ccccc2)c(=O)oc2c(C)c(OC(C)C(=O)O)ccc12 (stereo not drawn) | i
Cc1ccc(-c2ccc3nnc(CNC(=O)c4ccc(C)cc4C)n3n2)cc1 | 13µM*
COc1ccccc1CNC(=O)CCCn1nc(C)c2c(C)n(-c3ccc(C)cc3)nc2c1=O | ?
Cn1c(=O)c2c(nc(NCc3ccco3)n2Cc2ccc(Cl)cc2Cl)n(C)c1=O | 14%
NC(=O)NCC(=O)N1CCc2onc(-c3cccc4ccccc34)c2C1 | ?
CCOc1cc(Br)c(C(C)NC(=O)c2cccnc2)cc1OCC (stereo not drawn) | 0%
O=C(Nc1ccc(Cl)cc1Cl)c1cnn2c1CN([S+](=O)([O-])c1cccc(C(F)(F)F)c1)CC2 | -1%[115 µM]
CCOC(=O)c1cn2nc(Oc3cccc(F)c3)ccc2n1 | ?
COc1ccc(NC(=O)c2noc3c2CC(C)CC3)c(OC)c1 (stereo not drawn) | -11%
O=C(NC[C@H]1O[C@H](Cc2cc(-c3ccccc3)on2)CC[C@@H]1O)c1cnccn1 | -4%[86.2 µM]
O=C(O)c1ccnc(-c2ccnc(NCCCN3CCCC(O)C3)n2)c1 (stereo not drawn) | ?
O=C(NC1CC1)C1CCN(Cc2nnc(-c3ccccc3)o2)CC1 | 11%
O=C(c1cccc(C(F)(F)F)c1)N1C[C@@H](CO)[C@H](c2ccccn2)C1 | -1%
Cc1cc2c(cc1C)CSC(c1ccc(N(C)C)cc1)SC2 | -15%
C[C@@H](NS(=O)(=O)c1ccccc1)c1onc(-c2ccc(F)cc2)c1C(=O)O | -8%[86.2 µM]
COc1ccc(CN[C@@H]2C=C[C@@H](c3c(C)nn(-c4ccc(OC)cc4)c3C)C2)cc1 | ?
Cc1ccc(/C=N/NC(=O)c2ccccc2)cc1 | 11%
COc1ccccc1OCc1nc(-c2cccc(C)c2)no1 | -16%
COc1ccc(C(=O)N2CCC3(CNc4ccccc4[S+](=O)([O-])N3)C2)cc1 (stereo not drawn) | -15%

# The last two compounds of the section before come first, to join the parts:
SMILES | KDM5B inhibitor
COc1ccccc1OCc1nc(-c2cccc(C)c2)no1 | -16%
COc1ccc(C(=O)N2CCC3(CNc4ccccc4[S+](=O)([O-])N3)C2)cc1 (stereo not drawn) | -15%
COc1ccc(C2NC(=O)N(CC(=O)N3CCCCCC3)C3=C2C(=O)OC3)cc1 (stereo not drawn) | -15%
COc1ccc(CCNC(=O)c2c(C)oc3ncn(CC(C)C)c(=O)c23)c(OC)c1 | 0%
Cc1cccc(CNCc2ccccc2OCC(O)CN2CCSCC2)c1 (stereo not drawn) | 41%[activator]
Cc1ccc(C(CNC(=O)CCc2nc(-c3cccnc3)no2)N(C)C)cc1 (stereo not drawn) | 21%
COCCOC1CCOC2(CCN(C(=O)Nc3ccccc3F)CC2)C1 (stereo not drawn) | 14%
O=C(CCSCc1ccccc1Cl)N1CCN(c2cccc(Cl)c2)CC1 | -10%
Cn1c(SCC(=O)Nc2nc3ccccc3s2)ncc(C(=O)Nc2ccc(Cl)cc2)c1=O | -7%
O=C(O)c1cccnc1OC1CCNCC1 | ?
O=C1CN(C(=O)[C@H]2CN(Cc3ccccc3)C[C@H]2C(=O)O)CCN1 | -6%
CCCc1nc(C)cc(N2CCC(NCCc3ccc(Cl)cc3)CC2)n1 | 0%
N#Cc1ccc(OCc2nc3c(n2Cc2ccccc2)C(=O)N(CC2CC2)CCN3)cc1 | -4%[86.2 µM]
CC(C)C(NC(=O)c1cccs1)c1ccc2c(c1)OCCCO2 (stereo not drawn) | 10%
COc1ccc(NC(=S)Nc2cccc(C)n2)cc1 | 11%
Cc1ccc(CCC(=O)NCc2ccccn2)cc1 | 18%
CCN1CCN(C(=O)c2cc3ccc(OC)cc3[nH]2)CC1 | -18%
c1ccc(-c2nnc(SCC3CCOCO3)n2-c2ccccc2)cc1 (stereo not drawn) | -5%
CCOc1ccccc1C(=O)N1CCc2[nH]nc(C(=O)NCCCc3ccccc3)c2C1 | 15%
O=C(CCNc1c(-c2ccccc2)nc2cnccn12)NC1CCCC1 | 28µM*
COC(=O)C(=O)N1CC[C@H]2NC(=O)N(c3ccccc3)C(=O)[C@H]21 | -7%[86.2 µM]
CC(C)OCCCNc1ncnc2c1CN(C1CCNC1)C(=O)CN2C (stereo not drawn) | ?
COc1ccc(Nc2ccc3nnc(-c4ccccc4Cl)n3n2)cc1 | 4%
Cc1ccccc1-c1nocc1CCC(=O)O | 8%
O=C1NC[C@@H](CCC(=O)N2CCN(c3ccccc3)CC2)N2C[C@@H](NCc3ccc(CO)o3)C[C@@H]12 | -16%
O=C(CN1CCCC1)N1CCN(S(=O)(=O)c2cccc(F)c2)CC1 | 2%
CN(Cc1cnc2ccccc2c1)C(=O)c1ccc(CCC(C)(C)O)cc1 | 10%
Cc1ccc(CNC(=O)c2ccc3c(c2)N(Cc2ccccc2F)C(=O)c2ccccc2S3(=O)=O)cc1 | -26%
Cc1cc(=O)nc2c3ccccc3n(CC(=O)Nc3ccccc3Br)n12 | -22%
COCCNC(=O)CN1CCN(c2cc(-c3nc4ccccc4s3)c3ccccc3n2)CC1 | -14%
Cc1cc(NC(=O)c2cc(-c3ccc(Cl)c(Cl)c3)on2)n(-c2ccccc2)n1 | -24%
Cc1cccc(C(=O)NCCc2ncc(C)n2C2CC2)c1 | -8%
CN(C)C(=O)C1CC1c1cccc(Br)c1 (stereo not drawn) | 1%
Cc1ccc(NC(=O)C2Cn3cccc3C(=O)N2C)cc1 (stereo not drawn) | -15%
CC(C)(C)SCC(=O)NN=C(c1ccccc1)c1ccccc1 | 18%
COc1ccc(OC)c(CCNC(=O)CN2C(=O)COc3ccc(S(=O)(=O)N4CCC(C)CC4)cc32)c1 | -4%
O=C([C@@H]1C[C@H](F)CN1S(=O)(=O)c1ccccc1F)N1CCCCC1 | 25%
CCOCCn1ccc2c(OCC(=O)Nc3cccc(F)c3)cccc2c1=O | ?
CC1CCN(C(=O)CSc2c(C(C)C)cnc3c2c(=O)n(C)c(=O)n3C)CC1 | -28%
Cc1ccsc1CN(C(=O)c1oc2ccc(F)cc2c1C)C1CCS(=O)(=O)C1 (stereo not drawn) | ?
CN(C(=O)CSc1nnc(-c2ccccc2)n1C)C1CCS(=O)(=O)C1 (stereo not drawn) | -6%
CC(C)c1cc(C(=O)Nc2ccc(Cl)cc2F)cs1 | 16%
COc1cccc(OS(=O)(=O)c2ccc3c(c2)CCCC3)c1 | 12%
O=C(NCCN1CCOCC1)c1ccc2c(c1)CC(=O)N2Cc1cccc(F)c1 | -7%
C=CCn1cc2c3c(cccc31)[C@H](CC(C)C)N[C@H](C(=O)NCc1ccccn1)C2 | ?
COc1ccccc1N1CCN(C(=O)C(C)Sc2nc(Cl)nc3nc[nH]c23)CC1 (stereo not drawn) | -26%
Cn1nccc1NC(=O)Nc1ccc(OC(F)(F)F)cc1 | -18%
CNc1nc2c(c(C(=O)N3CCCC3)n1)CN(C(=O)CN1CCOC1=O)CC2 | ?
CS(=O)(=O)c1ncc(Cl)c(C(=O)N(Cc2ccc(Cl)cc2)Cc2ccco2)n1 | ?
O=C(CCc1ccccc1)N1CCC2(CC1)NC(=O)N(c1ccccc1)N2 | -28%
CCN(CC)C(=O)CCC1CCN(c2cc(NC3CC3)ncn2)CC1 | -16%
CCOC(=O)c1cnc2c(C)c(Cl)ccc2c1Nc1ccc(C)cc1C | -12%
Cc1cc(=O)n(CC(=O)Nc2c(C)cccc2C)c(N(C)Cc2ccccc2)n1 | -23%
CCOc1ccccc1NC(=O)c1c(NC(=O)c2cccc(C)c2)sc2c1CCCC2 | ?
C=CCC(=O)N1CCOC(CCCC(C)C)C1 (stereo not drawn) | -1%
O=C(CSc1nnc(N2CCOCC2)n1-c1cccc(F)c1)Nc1ccc2c(c1)CCC2 | 14%
CC1=C[C@@H](CNC(=O)c2cnccn2)[C@H](C(C)C)C[C@H]1CC(=O)N1CCOCC1 | -4%[86.2 µM]
CCc1ccc(NC(=O)Cn2ccn(-c3ccc(OC)c(OC)c3)c(=O)c2=O)cc1 | 18%
O=C(OC1CCCCC1)c1ccc(SCc2ccccc2F)c([N+](=O)[O-])c1 | 17%
O=C(c1cccc(N2CCNC2=O)c1)N1CCCC(Nc2cccc(F)c2)C1 (stereo not drawn) | 4%
CNC(=O)c1cc(S(=O)(=O)Nc2ccc(C)cc2C)ccc1C | 31%
COc1ccc(CNC(=O)CN2C(=O)CN(C(=O)NCc3ccccc3)c3ccccc32)cc1 | -29%

# As entered above:
# KDM5B inhibitor with COc1cccc(OS(=O)(=O)c2ccc3c(c2)CCCC3)c1 reads 12%
# KDM5B inhibitor with O=C(CCc1ccccc1)N1CCC2(CC1)NC(=O)N(c1ccccc1)N2 reads -28%

# (listing goes on)
SMILES | KDM5B inhibitor
Cc1ccc(CN2CCC(C3CCN(S(C)(=O)=O)CC3)C2)nc1 (stereo not drawn) | -6%
CCc1ccc(CNC(=O)Cc2c(C(=O)O)c(C)cn2C)cc1 | 2%
COc1ccc(C)cc1NC(=O)N1CCN(c2nnc(C)c3c(C)n(-c4ccccc4)nc23)CC1 | -4%
Cc1cccc(N2CCN(C(=O)Cn3nc(C)n4cccc4c3=O)CC2C)c1 (stereo not drawn) | -9%
CC(C)c1cc(C(=O)N2CCn3nc(C(=O)Nc4ccccc4)cc3C2)n[nH]1 | 6%
COc1ccc(-c2nc(C(C)C)nc3c2CCN(C(=O)c2ccccc2)CC3)cc1 | -21%
COc1ccc(S(=O)(=O)NC2CCN(Cc3ccccc3)CC2)cc1NC(C)=O | -13%
Cn1nc(C2CCNCC2)n(-c2ccccc2)c1=O | -25%
O=C(c1ccc2c(c1)OCO2)N(Cc1ccco1)C1(C(=O)NC2CCCC2)CCCCC1 | 11%
CN1C[C@@H](NS(C)(=O)=O)C[C@H]1c1nc(-c2ccc(Cl)cc2)no1 | -9%[86.2 µM]
COc1ccccc1NC(=O)C1=C(C)Nc2c(C(=O)Nc3ccc(F)cc3)cnn2C1c1ccc(Cl)cc1 (stereo not drawn) | -137%
Cc1c(CC(C)C)nc(C#N)c(N)c1-c1ccccc1 | -17%
CNC(=O)[C@@H]1CNC[C@H]1c1nc(COC)no1 | 21%
Cc1cccc(-c2cccc(NC(=O)C3CCCN(Cc4cnc(C)nc4)C3)c2)c1 (stereo not drawn) | -13%
CN1CC(=O)N(C2CCC2)Cc2c(NCc3ccc(F)cc3)ncnc21 | ?
COCc1nc(CCNC(=O)Cc2c(C)noc2C)no1 | 23%
COC(=O)[C@H]1CN(S(C)(=O)=O)CCN1S(C)(=O)=O | -9%[86.2 µM]
COc1ccc(Cl)cc1NC(=O)c1cc2nc(-c3ccc(C)cc3)cc(C(F)(F)F)n2n1 | -16%
CCOC(=O)CCN(c1ccccc1)S(=O)(=O)c1ccc2[nH]c(=O)ccc2c1 | -16%
CC(C)(C)OC(=O)Nc1cccc(C(=O)NCC(c2cccs2)N2CCOCC2)c1 (stereo not drawn) | 7%

# Entries above printed as active in KDM5B inhibitor:
SMILES | KDM5B inhibitor
Cc1ccc(-c2ccc3nnc(CNC(=O)c4ccc(C)cc4C)n3n2)cc1 | 13µM*
O=C(CCNc1c(-c2ccccc2)nc2cnccn12)NC1CCCC1 | 28µM*

# Next section:
SMILES | KDM5B inhibitor
CCc1ccc(C(=O)NN=C2CCCCCC2)s1 | -6%
CCN(CC)c1nc2ccccc2nc1C(=O)Nc1ccc(F)c(Cl)c1 | -4%
CCN(CC)Cc1ccccn1 | ?
CCOC(=O)NC(CNC(=O)NCc1ccc(C(C)O)cc1)CC(C)C (stereo not drawn) | 8%
Cc1ccc(NC(=O)c2ncoc2-c2ccc(C)s2)c(C)c1 | ?
COc1ccc(CNC(=O)C2CCN(c3nnc(C)c4c(C)n(-c5ccc(C)cc5)nc34)CC2)cc1 | ?
COC[C@@H]1CN(Cc2cc(OC)cc(OC)c2)C[C@H]1C(=O)N(C)C | -32%
COCc1nc2nc(-c3ccccc3)c(-c3cccc([S+](C)(=O)[O-])c3)cc2n1C | ?
COc1ccc(OC)c(NC(=O)CSc2ccc3nnc(-c4ccccn4)n3n2)c1 | 23%
CC1(c2ccccc2)N(Cc2ccccc2F)C(=O)OC12CCN(Cc1cccnc1N)CC2 (stereo not drawn) | -31%
COCCNC(=O)C1CC(=O)N(c2n[nH]c3ccccc23)C1 (stereo not drawn) | -2%
O=[N+]([O-])c1cccc(NC(=S)N2CCCC2)c1 | 10%
CC(=O)Nc1ccc(CNC(=O)c2cc(=O)[nH]c3ccccc23)cc1 | ?
COc1c[nH]c(CN2CCCC(CCc3ccccc3C)C2)cc1=O (stereo not drawn) | 2%
O=C1Nc2ccc(-c3ccc4c(c3)OCO4)cc2C(=O)N2CCN(C(=O)c3cccnc3)C[C@H]12 | -29%
Cc1cc(C)n(CCC(=O)N[C@@H]2CN(Cc3ccncc3)C[C@H]2CN(C)C)n1 | ?
Cc1cccc(CNC(=O)c2ccc(NC(=O)N3CC(C)Sc4ccccc43)cc2)c1 (stereo not drawn) | 19%
COc1ccccc1C1=NOC(Cn2c(NCCCO)nc3c2c(=O)n(C)c(=O)n3C)C1 (stereo not drawn) | 16%

# Another view of some results above:
smiles: COc1ccc(CN[C@@H]2C=C[C@@H](c3c(C)nn(-c4ccc(OC)cc4)c3C)C2)cc1
- KDM5B inhibitor: ?
smiles: Cc1ccc(/C=N/NC(=O)c2ccccc2)cc1
- KDM5B inhibitor: 11%

# Screening results from PubChem.
